Screening results from PubChem BioAssay.
Yfh1-off respiration: enhancers of respiration in Yfh1-depleted yeast, dose response, Friedreich's ataxia, plus single-dose screen (AID 1465) | S. cerevisiae Yfh1-off respiration, WST-1 reduction, 72 h; higher fold induction means a stronger effect | 220,000 tested, 0.074% active | one-dose fold induction at 50 µM; EC50 in µM for titrated hits;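 active = fold induction of absorbance versus untreated yeast above a set limit, then at least 30% activation at any dose in follow-up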;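 note: activators that raise dye reduction in frataxin-depleted yeast; strong numbers were not always called active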
GPR55 activation: selective activators of receptor GPR55 – imaging, U2OS cells, beta-arrestin-GFP redistribution, primary screen (AID 1961) | 290,000 tested, 0.048% active | activation, % at 10 µM, or EC50 in µM where a hit was titrated | U2OS GPR55 beta-arrestin-GFP redistribution imaging; higher % means a stronger effect;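 active = activation above 40% with more than 50 cells counted in the well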;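 note: U2OS osteosarcoma cells stably expressing GPR55 and beta-arrestin-GFP; plate controls were DMSO negative control for no effect and LPI positive control for full effect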
TNAP activation fold: stimulation of alkaline phosphatase TNAP activity – biochemical, luminescent, no phosphate acceptor, uHTS, primary screen (AID 1001). purified TNAP, luminescent activation assay, no phosphate acceptor; higher activation fold means a stronger effect. 200,000 tested, 0.03% active. activation fold at 20 µM, or EC50 in µM where a hit was titrated; in the data active = activation fold from about 3, or a potency from the dose series; inactive = the rest, 99 in 100 with activation fold below about 1.6; note: many of its hits are not listed in these tables
NTR1 ag: agonists of NTR1, primary screen, imaging, U2OS cells, beta-arrestin-GFP, high content (AID 493036); 330,000 tested, 0.17% active; NTR1-U2OS beta-arrestin-GFP spot imaging, agonist mode; activation, % at 20 µM;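 active = activation at or above 40% of the spot to cytoplasm intensity ratio, with at least 20 cells analyzed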;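 note: 0% = DMSO without peptide and 100% = 100 nM NTR1 peptide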
Target sequence (P30989 whole entry, looked up): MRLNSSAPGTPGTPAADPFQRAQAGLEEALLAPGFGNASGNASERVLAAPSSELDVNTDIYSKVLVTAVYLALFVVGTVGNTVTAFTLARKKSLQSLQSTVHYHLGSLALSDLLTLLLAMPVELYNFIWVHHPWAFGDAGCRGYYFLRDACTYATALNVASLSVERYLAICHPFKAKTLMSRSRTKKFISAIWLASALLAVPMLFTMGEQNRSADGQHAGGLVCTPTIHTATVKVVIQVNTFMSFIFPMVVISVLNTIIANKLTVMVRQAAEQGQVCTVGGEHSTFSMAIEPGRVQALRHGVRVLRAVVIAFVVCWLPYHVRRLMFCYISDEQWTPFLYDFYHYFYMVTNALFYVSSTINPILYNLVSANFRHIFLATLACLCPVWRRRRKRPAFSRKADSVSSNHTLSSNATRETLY
KOR beta-arrestin-1: KOR antagonists, beta-arrestin recruitment, cell-based, luminescence, uHTS (AID 1778) | KOR beta-arrestin recruitment, luminescence, antagonist mode; higher % means a stronger effect | one-dose inhibition, % at 10 µM; IC50 in µM for titrated hits | 290,000 tested, 0.091% active; note: strong numbers were not always called active
NOD2 inhibition: inhibition of NOD2-driven NF-kB reporter – cell-based, luminescence, uHTS, HEK293 (AID 1566) | HEK293 NOD2/NF-kB luciferase reporter, luminescence; higher % means a stronger effect | inhibition, % at 4 µM; hits with a dose series show EC50 in µM | 290,000 tested, 0.63% active; note: many of its hits are not listed in these tables
KOR beta-arrestin-2: kappa opioid receptor activators – cell-based, luminescence, uHTS, primary screen (AID 1777); 280,000 tested, 0.02% active; one-dose activation, % at 10 µM; EC50 in µM for titrated hits; KOR beta-arrestin recruitment, luminescence; higher % means a stronger effect; in the data active = activation above about 50%, passing the limit was not always enough; note: a part of the inactive calls stands beside numbers as strong as those of hits
ER stress rescue: rescue of cells from ER stress-induced death, primary screen, 384-well, CSM14.1, thapsigargin, ATP luminescence (AID 1222) | 190,000 tested, under 10 active | CSM14.1 thapsigargin-induced death rescue, ATP luminescence; higher % means a stronger effect | cellular ATP content (survival), % at 20 µM, or EC50 in µM where a hit was titrated;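 active = EC50 below 50 µM in the dose-response confirmation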;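 note: death triggered by thapsigargin at about 15 µM added after 2 h compound pretreatment; cell ATP read after overnight thapsigargin exposure of roughly 18 to 22 hours; normalized against plate controls of thapsigargin alone and 5% DMSO vehicle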
NOD1 NF-kB reporter: inhibition of NOD1-driven NF-kB reporter – cell-based, luminescence, uHTS, primary screen (AID 1578) | NOD1-driven NF-kB luciferase reporter cells, luminescence; higher % means a stronger effect | inhibition, % at 4 µM; hits with a dose series show EC50 in µM | 290,000 tested, 1% active; in the data active = inhibition mostly above about 36%, no sharp cut-off; inactive = mostly below about 34%;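 note: HEK-293T reporter cells stimulated with the NOD1 agonist gamma-tri-DAP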
NTR1 ag cell count 20 µM: further read-out of NTR1 ag, marked with its call; cell count; measured here: cell count, cytotoxicity flag
* hit, by the source's call; i = inactive; / = not tested or not shown; [ ] = another dose, or the depositor's remark. Cut-off read from the data, not from the text of the source, unless noted: active = inhibition above about 50%; inactive = the rest. This is a subset; rates above refer to the full screens.

SMILES	Yfh1-off respiration	GPR55 activation	TNAP activation fold	NTR1 ag	NTR1 ag cell count 20 µM	KOR beta-arrestin-1	NOD2 inhibition	KOR beta-arrestin-2	ER stress rescue	NOD1 NF-kB reporter
Cc1nc2cc(NC(=O)NCc3ccco3)ccc2n1C	i	0.2%	1.1	3.0	53	-36.8%	-15.5%	-0.5%	-2.9%	-11.2%
COc1ccc(CC(=O)Nc2ccc(-c3noc(-c4ccc(Cl)cc4)n3)cc2)cc1	i	-0.3%	1.1	0.5	62	25.2%	5.4%	-0.2%	-1.6%	-57.7%
Nc1ccc(C(=O)OCCCc2nc3cc4ccccc4cc3[nH]2)cc1	i	-1.9%	/	0.2	59	-2.4%	-36.6%	13.0%	/	-3.6%
CC(C)[C@H](NC(=O)OCc1ccccc1)C(=O)OCC(=O)NCCc1ccccc1	/	0.5%	/	0.9	55	5.1%	-8.1%	7.6%	/	-26.3%
COc1cc(NS(=O)(=O)c2ccc(NC(=O)c3ccc(S(=O)(=O)N4CCCC4)cc3)cc2)ncn1	i	0.5%	1.1	-1.0	26	-5.8%	2.2%	-5.1%	0.0%	-23.4%
COc1cc(CNCc2ccco2)ccc1OCc1ccccc1	i	-0.2%	0.9	1.8	47	-17.5%	4.3%	4.0%	-2.0%	-38.3%
CC(=O)Nc1c2c(nn1-c1cccc(C)c1)CSC2	/	0.2%	/	2.3	57	-6.9%	4.1%	-7.0%	/	-17.9%
CCOC(=O)Cn1c(=O)c2c(nc3n2CCCN3Cc2ccccc2)n(C)c1=O	/	0.4%	/	-0.7	90	-9.7%	9.5%	-2.4%	/	-6.4%
CC[C@@]1(c2ccccc2)C(=O)N(C(=O)OC)N1C(=O)OC	/	0.2%	/	0.1	105	-10.2%[20 µM]	14.3%	-2.5%	/	-20.4%
Cc1ccc(OCC(=O)Nc2ccc(S(=O)(=O)N3CCOCC3)cc2)c(Br)c1	/	-0.1%	/	5.1	48	-5.0%	-23.3%	5.9%	/	6.2%
CN1CCN(S(=O)(=O)c2cccc(C(=O)Nc3nc(-c4ccccc4)cs3)c2)CC1	/	-0.1%	1.1	4.8	68	-72.7%	-4.7%	/	3.3%	52.7%
O=C(O)C1[C@H]2C(=O)N(C3CCCC3)C[C@]23C=C[C@H]1O3 (some centres not stated)	i	-0.2%	1	1.5	59	23.9%	-4.4%	0.1%	0.0%	-6.0%

2 entries picked at random from the list so far, as already listed:
SMILES	Yfh1-off respiration	GPR55 activation	TNAP activation fold	NTR1 ag	NTR1 ag cell count 20 µM	KOR beta-arrestin-1	NOD2 inhibition	KOR beta-arrestin-2	ER stress rescue	NOD1 NF-kB reporter
CC[C@@]1(c2ccccc2)C(=O)N(C(=O)OC)N1C(=O)OC	/	0.2%	/	0.1	105	-10.2%[20 µM]	14.3%	-2.5%	/	-20.4%
O=C(O)C1[C@H]2C(=O)N(C3CCCC3)C[C@]23C=C[C@H]1O3 (some centres not stated)	i	-0.2%	1	1.5	59	23.9%	-4.4%	0.1%	0.0%	-6.0%

More results:
SMILES	Yfh1-off respiration	GPR55 activation	TNAP activation fold	NTR1 ag	NTR1 ag cell count 20 µM	KOR beta-arrestin-1	NOD2 inhibition	KOR beta-arrestin-2	ER stress rescue	NOD1 NF-kB reporter
N=c1c(C(=O)NCc2ccccc2)cc2c(=O)n3ccccc3nc2n1Cc1ccco1	i	-0.2%	1.1	16.2	54	18.3%	16.5%	2.9%	4.1%	21.0%
CCN1CCc2c(OCC(=O)Nc3ccc(C)cc3)cccc2C1=O	/	0.3%	/	2.1	61	28.3%	13.6%	0.2%	/	-17.6%
COc1ccc(C(=O)COC(=O)c2ccc(N(C)C)cc2)cc1	i	-0.1%	1.1	0.6	53	9.8%[20 µM]	8.1%	-0.6%	-1.2%	-26.6%
COc1ccc(C2SCC(=O)N2c2c(C)n(C)n(-c3ccccc3)c2=O)c(OC)c1 (configuration not stated)	i	-0.1%	1.1	-0.7	89	-17.5%	7.6%	3.7%	-0.6%	10.2%
Cc1ccc(C(=O)COC(=O)CNC(=O)Cc2ccccc2)cc1	/	-0.1%	/	0.4	53	-21.0%	11.9%	0.8%	/	-20.4%
CS(=O)(=O)N1CCN(C(=O)CSc2ccccc2)CC1	/	0.2%	/	2.4	65	-7.3%[20 µM]	11.8%	2.0%	/	-14.9%
COc1ccccc1NC(=O)CSc1nnc(-c2ccco2)n1Cc1ccco1	i	-0.4%	1.1	0.3	94	17.5%	2.8%	1.4%	-0.2%	-18.7%
CC(=O)c1c(O)ccc2c(-c3ccccc3)cc(=O)oc12	i	0.0%	1	0.2	43	-4.0%	13.0%	4.2%	-2.4%	13.4%
Cc1ccc(-c2nn(-c3ccccc3)cc2CC(=S)N2CCOCC2)cc1	/	-0.1%	/	0.3	55	-2.2%	10.4%	3.7%	/	23.1%
O=c1c2ccccc2nnn1CSc1nnc2sc3ccccc3n12	/	-0.1%	1.1	0.9	65	-59.8%	-17.9%	-4.2%	/	32.5%
C=CCOc1cccc(C2C(C(=O)c3ccco3)=C(O)C(=O)N2Cc2cccnc2)c1 (configuration not stated)	/	0.3%	/	-1.9	70	4.4%	20.5%	-5.3%	/	-3.6%
CC(C)(C)C(=O)NCCCc1ccccc1	i	0.3%	1.1	-1.1	47	5.3%	3.4%	1.7%	-1.6%	3.0%
CCc1cc2cccc(C)c2nc1SCC(=O)NNC(=O)c1ccco1	i	0.7%	2.4	-0.7	49	-0.2%	12.0%	-1.3%	-2.0%	-15.7%
COC(=O)Nc1ccc2c(c1)Nc1ccccc1CC2	/	-0.3%	/	1.1	57	-54.5%[20 µM]	10.4%	1.6%	/	-9.6%
CC1=C(C(=O)OCC2CCCO2)C(c2ccc(C)o2)C2=C(CC(c3ccc(F)cc3)CC2=O)N1 (configuration not stated)	i	-0.2%	1.1	0.3	51	11.2%	6.8%	-1.6%	/	/
CCC[N+](CC#Cc1ccccc1)(CCC)CC(=O)c1ccc(Cl)cc1	i	0.9%	1.1	0.5	39	1.7%	-42.1%	3.8%	-3.5%	-19.2%
C#CCSc1nccc(-c2nn(-c3ccc(C)cc3)ccc2=O)n1	i	0.0%	1	4.0	41	-30.1%	-2.8%	3.7%	-0.3%	-11.2%
Cc1c(C(=O)c2ccc(Cl)c([N+](=O)[O-])c2)c2ccccn2c1CCC#N	i	0.3%	1	6.0	45	-17.5%	5.1%	0.0%	-1.0%	1.0%
O=C(NCc1ccc(OC(F)(F)F)cc1)C1CC(c2ccccc2[N+](=O)[O-])=NO1 (configuration not stated)	i	-0.1%	1	-2.3	98	-41.6%	-8.6%	2.4%	-5.3%	0.2%
O=C(CC1C(=O)NCCN1Cc1c(F)cccc1Cl)NCCCn1cccn1 (configuration not stated)	i	0.0%	/	4.3	49	20.4%	-0.1%	-3.1%	/	-10.2%
O=C(CCC(=O)Nc1nnc(C2CCCCC2)s1)NCc1ccc(F)cc1	/	-0.2%	/	-0.2	64	6.1%	20.9%	5.5%	/	-10.8%
Cc1cnc(NC(=O)C(C)N2C(=O)C3CC=CCC3C2=O)s1 (configuration not stated)	i	-0.1%	1.1	-1.2	64	18.7%	-13.5%	-1.3%	-0.1%	-3.0%
CN(C)S(=O)(=O)c1cccc(-c2nn(-c3ccccc3)cc2/C=C2\SC(=S)N(CC(=O)O)C2=O)c1	i	-0.3%	/	6.8	53	-16.5%	15.8%	0.9%	/	0.0%
Cc1onc(-c2ccccc2Cl)c1C(=O)N1CCCCC1	/	-0.2%	/	0.9	48	13.9%	3.1%	0.2%	/	-19.1%
CCOC(=O)c1c(C)c(C(=O)N2CCN(C(=O)c3ccco3)CC2)c(C)n1C	i	-0.1%	1.1	1.0	83	7.8%	14.0%	-2.3%	-1.2%	17.8%
CN1C=CC(=CC=C2C=CC(=O)C=C2)C=C1	i	-0.2%	/	2.7	94	4.9%	2.9%	1.1%	/	-8.6%
CC(C)c1ccc(NC(=S)NNC(=O)C2CC2)cc1	i	-0.1%	2.2	-1.3	26	4.2%	-20.5%	-0.8%	-0.3%	-21.3%
CCC(C)NC(=O)C1CCN(S(=O)(=O)N2CCOCC2)CC1 (configuration not stated)	i	0.1%	1.1	0.1	37	-14.4%	14.3%	-1.4%	-12.3%	15.8%
COCCn1c(N)c(Sc2ccc([N+](=O)[O-])cc2)c(=O)[nH]c1=O	i	-0.2%	1.1	-1.3	70	30.5%	-8.0%	-3.0%	0.1%	-15.8%
CCCOc1ccc(C(=O)OCC(=O)NCCc2ccc(OCC)c(OCC)c2)cc1OC	/	-0.1%	/	2.2	70	-9.4%	4.0%	15.2%	/	-9.8%
CCC1Sc2ccc(S(=O)(=O)N3CCN(c4ccccc4)CC3)cc2NC1=O (configuration not stated)	/	0.0%	/	10.2	54	-29.3%	24.8%	0.1%	/	4.4%
CCn1cc(CNC(=O)c2ccc(C)s2)cn1	i	-0.1%	1.1	0.1	41	-38.6%[20 µM]	7.2%	-7.3%	0.9%	-33.6%
CC1CCCN(C(=O)N2c3ccccc3Sc3ccccc32)C1 (configuration not stated)	i	-0.1%	1.1	5.6	72	1.0%	7.6%	-3.5%	-0.2%	10.5%
CCCCc1c(O)nc(SCC(=O)N2CCCCC2)n(-c2ccccc2C)c1=O	i	-0.1%	1	0.8	81	18.2%	4.9%	-1.4%	1.4%	-7.6%
COc1cc2c(C#N)c(N3CCOCC3)nc(N)c2c(N)n1	i	-0.2%	1.1	1.1	41	-19.2%	18.3%	-1.6%	/	18.2%

Molecules listed so far with a furan ring, fused or not, in the order listed:
SMILES	Yfh1-off respiration	GPR55 activation	TNAP activation fold	NTR1 ag	NTR1 ag cell count 20 µM	KOR beta-arrestin-1	NOD2 inhibition	KOR beta-arrestin-2	ER stress rescue	NOD1 NF-kB reporter
Cc1nc2cc(NC(=O)NCc3ccco3)ccc2n1C	i	0.2%	1.1	3.0	53	-36.8%	-15.5%	-0.5%	-2.9%	-11.2%
COc1cc(CNCc2ccco2)ccc1OCc1ccccc1	i	-0.2%	0.9	1.8	47	-17.5%	4.3%	4.0%	-2.0%	-38.3%
N=c1c(C(=O)NCc2ccccc2)cc2c(=O)n3ccccc3nc2n1Cc1ccco1	i	-0.2%	1.1	16.2	54	18.3%	16.5%	2.9%	4.1%	21.0%
COc1ccccc1NC(=O)CSc1nnc(-c2ccco2)n1Cc1ccco1	i	-0.4%	1.1	0.3	94	17.5%	2.8%	1.4%	-0.2%	-18.7%
C=CCOc1cccc(C2C(C(=O)c3ccco3)=C(O)C(=O)N2Cc2cccnc2)c1 (configuration not stated)	/	0.3%	/	-1.9	70	4.4%	20.5%	-5.3%	/	-3.6%
CCc1cc2cccc(C)c2nc1SCC(=O)NNC(=O)c1ccco1	i	0.7%	2.4	-0.7	49	-0.2%	12.0%	-1.3%	-2.0%	-15.7%
CC1=C(C(=O)OCC2CCCO2)C(c2ccc(C)o2)C2=C(CC(c3ccc(F)cc3)CC2=O)N1 (configuration not stated)	i	-0.2%	1.1	0.3	51	11.2%	6.8%	-1.6%	/	/
CCOC(=O)c1c(C)c(C(=O)N2CCN(C(=O)c3ccco3)CC2)c(C)n1C	i	-0.1%	1.1	1.0	83	7.8%	14.0%	-2.3%	-1.2%	17.8%
